Compound activity: PubChem BioAssay, several laboratories
GC-A act: GC-A (human) enzyme activation; P16066; HEK293 GC-A cells, cGMP TR-FRET, EC30 ANP; 0% at EC30 ANP, 100% saturating ANP; activation, % at 10 µM; 370,000 compounds, 0.14% hits; in the data active means activation above about 40%
SMARCA2 activ: activators of SMARCA2 function | MG213 cells, MMTV-luciferase reporter, dexamethasone, overnight | activation, % at 9.1 µM | 370,000 compounds, 1% hits | AID 652017; in the data active means activation above about 7.8%;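 further: 0% = vehicle wells and 100% = reference activator wells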
hgDAF12 agonist: agonists of H. glycines DAF-12 nuclear receptor | HEK293 GAL4-hgDAF12 UAS-luciferase reporter, agonist luminescence; normalized to butyrate control | activation, % at 6.8 µM | 370,000 compounds, 1.8% hits | AID 687014;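 active means activation above a cutoff set at the mean of all screened compounds plus 3 SD, cut at about 10% in these data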;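 further: 0% = DMSO wells and 100% = sodium butyrate wells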
DAX1 inh-1: inhibits human nuclear receptor DAX1; P51843; inhibition, % at 6.75 µM; AID 504766; HEK293 Gal4-DAX1 luciferase reporter, luminescence; 340,000 compounds, 0.99% hits;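 active means inhibition above the mean over all tested compounds plus 3 SD, cut at about 4.2% in these data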;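 further: 0% = DAX1-transfected cells with DMSO and 100% = empty-vector control cells with DMSO; inhibition shows as a rise in luminescence from relieved DAX1 repression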
Target sequence (P51843 207-470 limits assumed): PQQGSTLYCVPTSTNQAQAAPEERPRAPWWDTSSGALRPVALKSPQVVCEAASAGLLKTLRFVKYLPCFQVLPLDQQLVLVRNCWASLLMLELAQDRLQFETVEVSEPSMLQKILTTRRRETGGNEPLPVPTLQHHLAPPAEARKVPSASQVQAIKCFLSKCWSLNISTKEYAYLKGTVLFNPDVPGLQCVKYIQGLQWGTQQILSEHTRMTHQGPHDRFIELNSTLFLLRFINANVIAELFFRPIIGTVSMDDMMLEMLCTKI
NPR2 activator: GC-B (human) receptor activation | P20594 | HEK293-GC-B cells, CNP EC30, cGMP TR-FRET; 0% at EC30 CNP, 100% saturating CNP | activation, % at 10 µM | 370,000 compounds, 0.11% hits;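 active means activation at 10 µM reaching about 35% in either raw or pattern-adjusted values, limit read from the data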
FXN GAA850 act: frataxin GAA850 promoter activation. HEK293 lucGAA850 FXN promoter luciferase reporter, 24 h; percent of 10 µM SAHA response. activation, % at 6 µM. 360,000 compounds, 0.56% hits. AID 540364;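 active means activation above the average of all compounds screened plus 3 SD, cutoff fixed separately per campaign, cut at about 7.5% in these data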;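 further: 0% = DMSO wells and 100% = 10 µM SAHA wells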
ssDAF-12 act: activators of S. stercoralis DAF-12 nuclear receptor. activation, % at 6.8 µM. 370,000 compounds, 1% hits. AID 652126. HEK293 ssDAF-12/GRIP1 lit1-tk-luc reporter, luminescence; % of 3 µM dafachronic acid response;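 active means activation above the mean over all tested compounds plus 3 SD, cut at about 0.9% in these data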;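 further: 0% = DMSO-only wells and 100% = 3 µM delta7-dafachronic acid wells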
sPLA2-III inh: Blocks human group III sPLA2 activity; AID 743126; inhibition, % at 12.2 µM; QFRET BODIPY PC-A2 liposome hydrolysis, fluorescence; 370,000 compounds, 0.56% hits; Q9NZ20;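 active means inhibition above mean plus 3 SD of compounds lying within the high and low control bounds, cut at about 19% in these data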;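 further: 0% = median of test compound wells and 100% = no enzyme DMSO wells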
Target sequence (Q9NZ20 whole entry, looked up): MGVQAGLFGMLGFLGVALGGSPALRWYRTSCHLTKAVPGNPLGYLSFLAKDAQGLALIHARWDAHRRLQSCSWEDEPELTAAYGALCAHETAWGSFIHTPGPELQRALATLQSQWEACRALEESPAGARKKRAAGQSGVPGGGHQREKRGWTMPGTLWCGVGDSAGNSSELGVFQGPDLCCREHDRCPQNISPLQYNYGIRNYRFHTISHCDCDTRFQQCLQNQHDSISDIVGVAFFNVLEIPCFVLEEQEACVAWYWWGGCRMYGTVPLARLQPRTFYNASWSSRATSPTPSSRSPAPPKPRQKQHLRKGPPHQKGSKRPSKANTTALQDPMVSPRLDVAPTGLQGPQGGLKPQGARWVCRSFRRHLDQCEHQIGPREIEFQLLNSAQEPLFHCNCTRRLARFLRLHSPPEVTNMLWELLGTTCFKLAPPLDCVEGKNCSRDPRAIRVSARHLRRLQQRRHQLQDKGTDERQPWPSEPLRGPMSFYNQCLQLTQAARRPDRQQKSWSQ
hcDAF12 agonist: H. contortus DAF-12 activation, primary screen; HEK293 hcDAF-12 lit1-tk-luc reporter, luminescence; 0% DMSO, 100% Δ7-dafachronic acid; activation, % at 6.8 µM; 370,000 compounds, 1.4% hits;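 active means activation above the mean of all tested compounds plus 3 SD, cut at about 5.5% in these data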;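 further: 100% = response to 3 µM Δ7-dafachronic acid high control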
DAX1 inh-2: inhibitors of DAX1 repression of SF-1 activated StAR promoter; AID 652010; inhibition, % at 6.8 µM; 370,000 compounds, 1.1% hits; HEK293T StAR-luciferase reporter, SF-1/DAX-1 repression relief;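 active means inhibition above the mean over all tested compounds plus 3 SD, cut at about 3.6% in these data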;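 further: 0% = DAX-1 cells with DMSO and 100% = cells lacking DAX-1 with DMSO; higher inhibition means more luminescence from relief of DAX-1 repression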
KLK7 zymogen act: activators of human kallikrein-7 zymogen; activation, % at 7 µM; 370,000 compounds, 0.9% hits; P49862; purified proKLK7, EDANS-DABCYL substrate fluorescence; 100% is mature enzyme control, 0% vehicle; AID 652039;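 active means activation above the mean of all tested compounds plus 3 SD, computed per campaign excluding outliers beyond control limits, cut at about 13% in these data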
Target sequence (P49862 whole entry, looked up): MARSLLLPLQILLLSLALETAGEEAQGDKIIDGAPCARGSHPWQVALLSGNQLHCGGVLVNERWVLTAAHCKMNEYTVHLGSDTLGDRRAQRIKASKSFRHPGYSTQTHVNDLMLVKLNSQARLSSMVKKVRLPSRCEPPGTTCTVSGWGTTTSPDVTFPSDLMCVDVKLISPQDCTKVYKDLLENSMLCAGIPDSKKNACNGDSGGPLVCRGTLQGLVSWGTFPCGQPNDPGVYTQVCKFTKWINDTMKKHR
An asterisk follows results filed as active; · = not tested or not shown.

SMILES	GC-A act	SMARCA2 activ	hgDAF12 agonist	DAX1 inh-1	NPR2 activator	FXN GAA850 act	ssDAF-12 act	sPLA2-III inh	hcDAF12 agonist	DAX1 inh-2	KLK7 zymogen act
CCCCC1=CC2=C(c3ccco3)C(=O)C(C)(OC(=O)c3ccc(OC)cc3)C(=O)C2=CN1Cc1ccccc1 (stereo not given)	7	0	-0.2	0.1	5	-0.1	-1.0	-9	0.0	-0.6	-0.7
COc1ccc(C)cc1NC(=O)CSc1nnc(COc2ccc(C)cc2)n1Cc1ccco1	-10	0	-2.1	-0.9	0	0.9	-0.4	-19	-2.0	-0.9	0.5
O=C(c1ccc(CN2CCOCC2)cc1)N1CCN(c2cccc(Cl)c2)CC1	4	4	-0.1	0.7	8	1.1	-1.3	2	-1.5	-0.6	0.8
Cc1cccc2cc(CN(Cc3cccs3)C(=S)NCc3ccco3)c(=O)[nH]c12	1	2	-1.1	0.1	11	-0.8	-0.8	6	-2.1	-0.9	0.4
CCCCNC(=O)O[C@@H]1C[C@@H]2CCN3C(=O)CCC[C@H]([C@H]1CC)[C@H]23	1	-1	-1.7	1.4	1	-1.8	-1.0	2	-1.1	0.1	-0.4
O=C(/C=C/c1ccc(Cl)cc1Cl)NCc1ccco1	3	0	3.3	0.3	-14	3.1	-0.6	-11	2.6	0.2	-0.1
Cc1c(NC(=O)OCCNC(=O)COc2c(Cl)cccc2Cl)sc(=S)n1C	-1	-2	-3.4	-0.7	-5	-0.7	-1.2	16	-2.3	-1.1	0.6
CCOC(=O)N1CCC(NC(=O)Cn2ncc3ccccc32)CC1	-9	0	1.2	-0.5	-4	1.1	-0.9	3	-1.2	0.0	0.1
CNC(=O)CSc1nnc(-c2ccccn2)n1Cc1ccco1	1	-3	0.0	2.4	2	0.6	-1.2	10	-1.3	0.0	-0.7
CSc1nc2ccccc2cc1/C=C(\C#N)c1ccc(Cl)cc1Cl	-2	1	-0.4	0.7	2	0.6	-0.1	-1	-0.8	-0.1	-0.5
O=C(Nc1ccccc1F)N(CCCN1CCOCC1)Cc1cc2cc3c(cc2[nH]c1=O)OCCO3	-2	3	-0.4	-0.2	-1	-2.6	-1.5	4	-2.1	0.1	1.0
CCC(C)(C)NC(=O)CN(Cc1ccc2c(c1)OCO2)C(=O)CCC(=O)Nc1cc(C)ccn1	-6	3	0.5	-1.5	-3	-2.2	-1.2	-3	2.3	0.7	-0.3
CC1CCc2c(sc(NC(=O)c3noc4c3CCCC4)c2C(N)=O)C1 (stereo not given)	4	-2	2.5	2.5	-6	7.8*	-0.6	4	-1.0	0.3	0.4
Cc1cc(C)cc(C(O)c2ncc(-c3ccc(C(F)(F)F)cc3)[nH]2)c1 (stereo not given)	-12	-6	-3.8	·	-6	-0.9	-1.0	-1	-0.2	-0.8	-0.1
Cc1ccc(NC(=O)CCC(=O)N2CCC(c3ccccc3)=N2)cc1S(=O)(=O)N1CCCCC1	-2	-3	-1.3	-0.5	0	1.7	-1.1	5	1.1	1.9	-0.5
Cc1ccc(CNC(=O)CCS(=O)(=O)c2cc3c(cc2Cl)NC(=O)CO3)cc1	-1	-2	1.4	1.1	-5	1.3	-0.5	-3	2.9	0.7	0.5
CN(C)CCNC(=O)c1ccccc1-c1cc2ccccc2c(=O)o1	5	-3	2.5	-0.3	-4	-1.0	-0.2	13	0.1	-0.4	0.1
COc1ccccc1NC(=O)/C=C/C(N)=O	3	0	0.3	-0.1	1	-0.3	-1.0	-4	0.9	0.9	-0.6
COC(=O)CSc1nnc(CNC(=O)Cc2ccccc2)n1C	0	-3	0.1	0.7	-2	2.2	-1.5	2	1.4	0.6	-0.3
Cc1ccc(NC(=S)N(CCCN2CCC(C)CC2)Cc2ccco2)cc1	2	0	-0.9	0.4	-1	1.9	-0.9	14	0.4	1.2	0.0
COC(=O)c1[nH]c2cccc(Cl)c2c1NC(=O)CN1CCCCC1C (stereo not given)	-4	1	-1.1	-0.6	-1	-2.6	-1.9	-18	-0.9	-0.3	0.0
Cc1ccc(S(=O)(=O)N2CCCCC2)cc1C(=O)Nc1ccc2cn[nH]c2c1	-2	-3	0.0	2.3	-3	-2.7	-0.2	-10	1.7	-0.4	0.2
COc1ccccc1NC(=O)CSc1nnc(C)n1CCc1ccccc1	-5	0	-2.9	-0.6	1	-1.8	-1.2	-4	1.1	-0.6	0.7
CCN(CC)CCCNC(=O)CCc1ccccc1	-4	0	2.6	0.2	1	-1.1	-1.1	5	-0.3	0.0	-0.5
CCOc1ccc(Cl)cc1Nc1nc(NCCO)nc(N2CCCC2)n1	-3	0	1.7	-1.1	-10	2.5	-0.8	-2	1.1	-0.3	0.3
O=C(CCNS(=O)(=O)c1ccc(Cl)cc1)OCC(=O)c1ccc[nH]1	-1	-5	-0.9	2.1	-4	-0.6	-1.1	-4	-0.3	-0.4	0.1
COc1ccc(S(=O)(=O)NC(C)C(=O)Nc2ccc3c(c2)OCCO3)cc1OC (stereo not given)	1	-2	0.4	-1.4	-1	-1.0	-1.3	-3	-0.8	-0.2	-0.5
Fc1ccc(-c2cc3nc4c(c(N5CCOCC5)n3n2)CCCC4)cc1	-2	1	5.1	1.2	-9	1.3	-0.1	4	1.4	2.3	-0.2
Cc1cccc(OC(C)C(=O)Nc2nccs2)c1 (stereo not given)	-2	4	2.5	0.3	-2	-1.4	-1.5	6	-0.7	-1.1	-0.8
O=C(Nc1ccc(F)cc1)c1cc(-c2ccncc2)nc2c(Cl)cccc12	-1	-1	0.3	-0.8	0	1.2	-0.8	-3	1.8	0.1	-0.5
CCOC(=O)c1nnn(-c2nonc2N)c1COc1c(C=O)cccc1OC	-2	0	1.0	-1.1	7	-0.5	-1.4	8	0.2	-0.3	-2.0
CCCCCC(=O)OC(CN1CCCCCC1)CN1CCCC1=O (stereo not given)	0	-3	-0.5	4.2	-13	1.6	-0.9	-2	-0.7	-0.2	0.4
COc1ccccc1CCc1nnc(CCC(=O)NCCOc2cccnc2)o1	0	-1	-3.5	-2.2	3	0.2	-1.1	2	-0.1	-0.3	0.5
O=C(Cn1nnc(-c2ccccc2)n1)NNC(=O)c1ccco1	0	-1	-5.3	-1.0	-2	1.1	-1.2	5	1.9	-0.6	-1.0
N#C/C(=C/c1ccccc1)C(=O)NCc1ccccc1	-5	-3	0.5	0.9	0	0.1	-0.9	-6	-1.1	0.6	-0.2
COC(=O)CC1C(=O)NCCN1C(=O)OC(C)(C)C (stereo not given)	1	1	0.8	-0.8	6	0.5	-1.7	-1	-1.7	-0.2	0.1
COc1cc(CNC(=O)CCCC(=O)c2ccccc2)cc(OC)c1OC	-6	-1	-3.8	-0.2	3	0.6	-1.4	6	-1.6	0.6	0.1
O=C(C1CC1)N1CCN=C1SCc1ccccc1	1	-1	-0.3	1.4	-1	0.4	-1.8	7	-0.2	0.3	-0.3
COc1ccc(/C=C2\SC(N3CCc4ccccc4C3)=NC2=O)cc1	-26	-1	-1.9	0.3	-18	-4.0	-0.8	-19	1.2	0.6	0.9
COC(=O)C1=C(C)OC(N)=C(C#N)C1c1ccsc1 (stereo not given)	1	0	0.3	0.5	-2	-0.7	-1.7	-16	-0.6	0.1	0.2
O=C(Nc1cccc(O)c1)c1cc(S(=O)(=O)N2CCCC2)ccc1Cl	-6	-1	-3.5	-0.3	3	0.6	-1.5	1	-3.0	-0.8	0.3
CN(C)CCN(C(=O)c1ccc(S(=O)(=O)N(C)CC2CCCO2)cc1)c1nc2cc3c(cc2s1)OCO3 (stereo not given)	-1	3	1.3	-0.5	2	0.1	-0.9	-1	0.7	3.5	0.2
O=C(Cc1cccs1)NCc1cn2ccccc2n1	2	-5	-2.5	0.4	6	-0.4	-0.3	15	1.1	1.4	0.4
CC(=O)c1cc(CN2C(=O)CCC2=O)cs1	1	-2	1.8	1.8	-5	-1.1	-0.4	20*	-1.9	-0.9	-0.5
COC(=O)c1ccccc1NC(=O)CSc1n[nH]c(C)n1	0	0	-3.1	-0.4	7	-2.5	-1.1	4	-2.3	-0.3	0.0
Cn1c(=O)n(C)c2cc(/C=N/NC(=O)c3cccc(Br)c3)ccc21	1	0	-1.1	-2.0	-5	0.9	-1.1	-3	-1.4	0.0	1.1
O=S(=O)(NCc1cccnc1)c1ccc(Cl)cc1	1	1	-1.4	0.9	5	-1.2	-0.5	0	-1.7	-0.7	0.1
O=C(c1ccc(Br)cc1)N1CCC2(CC1)NCCc1[nH]cnc12	1	-1	-2.4	0.7	2	-0.1	-1.0	12	-0.1	-0.2	0.1
COc1ccc(CN2C(=O)CSCCC2(C)c2nnnn2-c2c(C)cccc2C)cc1 (stereo not given)	-4	-2	-1.4	·	4	·	-0.7	9	-2.1	-0.9	0.0
CC(C)(C)c1ccc(C2(C)NC(=O)N(CC(=O)NC3CCS(=O)(=O)C3)C2=O)cc1 (stereo not given)	0	-2	1.5	-0.5	6	1.1	-0.8	-4	0.6	0.3	0.1
The results go on:
SMILES	GC-A act	SMARCA2 activ	hgDAF12 agonist	DAX1 inh-1	NPR2 activator	FXN GAA850 act	ssDAF-12 act	sPLA2-III inh	hcDAF12 agonist	DAX1 inh-2	KLK7 zymogen act
COc1cc(OC)cc(-n2nnnc2SCC(=O)N2CCCc3ccccc32)c1	-3	-3	-1.4	-0.7	3	-0.4	-0.9	2	0.7	-0.1	-0.3
NC(=O)C(C(=O)/C=C/c1ccc(Cl)cc1)=C1SCCS1	1	4	-1.4	-4.8	-5	-8.3	-1.4	5	-1.8	-1.6	0.3
COc1ccc(C(C(=O)Nc2ccc(F)cc2)N2CCN(c3cccc(C(F)(F)F)n3)CC2)cc1 (stereo not given)	-2	-5	1.6	·	11	·	-0.6	-1	-0.6	2.1	-2.1
COc1ccc(NC2CCCN(C(=O)CSc3ccccn3)C2)cc1OC (stereo not given)	-6	0	-1.5	0.1	0	2.4	-0.6	3	1.9	-1.2	0.6
C/C=C/c1ccc(OCC(O)CN(C)Cc2ccc(SC)cc2)c(OC)c1 (stereo not given)	2	2	1.4	0.5	0	0.4	-1.0	-1	1.4	0.0	-0.4
C/C(=N\NC(=O)c1ccc(NS(=O)(=O)c2cccs2)cc1)c1ccccc1	-3	0	4.0	0.1	-2	1.4	-0.5	-7	0.5	1.2	0.4
CCCOc1ccc(C(=O)CCNc2cccc(Cl)c2)cc1	4	-2	4.7	0.8	5	4.7	1.4*	2	-1.1	0.3	-0.8
COc1ccc2[nH]c3c(c2c1)CCN1C(=O)C(CC(=O)NCC24CC5CC(CC(C5)C2)C4)C[C@H](C(=O)N2CCCCC2)[C@@]31C (stereo not given in full)	0	-1	-0.1	-0.4	1	1.8	-1.0	-3	-1.1	-0.4	0.1
Cc1cc(=O)n2[nH]cnc2n1	-2	-5	-0.9	-0.4	3	0.6	-1.1	11	0.8	0.5	-0.7
